AmpC inh detg = blocks E. coli AmpC beta-lactamase in detergent assay; 0.041% of 370,000 active; AID 485294; AmpC hydrolysis of nitrocefin, absorbance 480 nm, 0.01% Triton; Potency, µM (series often up to 114 µM), inactives show at the highest dose activity change, negative = inhibition, actives largely listed as inhibitors; P00811;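 further: potency means the concentration at half of the fitted maximal effect; 0% = no-compound wells and -100% = no-enzyme wells; nearly all actives have a fitted effect of over 25% in size; some results filed as inactive show a strong effect at the top dose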
Target sequence (P00811 whole entry, looked up): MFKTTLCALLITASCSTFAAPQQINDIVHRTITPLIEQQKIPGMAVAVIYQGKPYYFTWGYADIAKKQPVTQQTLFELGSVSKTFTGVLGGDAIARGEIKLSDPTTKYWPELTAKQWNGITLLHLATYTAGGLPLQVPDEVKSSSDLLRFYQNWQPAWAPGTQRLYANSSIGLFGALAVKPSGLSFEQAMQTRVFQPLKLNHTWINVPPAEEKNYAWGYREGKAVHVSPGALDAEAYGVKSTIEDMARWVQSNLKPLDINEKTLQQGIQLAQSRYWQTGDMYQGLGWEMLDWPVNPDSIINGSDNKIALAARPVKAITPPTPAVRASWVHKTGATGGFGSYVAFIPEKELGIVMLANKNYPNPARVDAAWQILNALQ
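20 mM phosphate pH 7.0 + 0.01% (detergent screen) or 0.0001% Triton X-100; 5.3 nM AmpC reagent; cpd preinc 15 min RT; nitrocefin (800 uM stock) to start; A480 q20 s × 4 min; Activity was normalised to no-enzyme and no-compound control wells.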
HCMV inh = human cytomegalovirus inhibition; HFF cells, HCMV-luciferase reporter, 72 h; active compounds read low; activity change, negative = inhibition, % at 57.5 µM; 4.5% of 410,000 active; in the data active means activity change below about -60%; inconclusive means no clear call, values can overlap the other calls; inactive means above about -39%
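Two-dose cell screen: HFF monolayers treated with compounds and infected with luciferase-expressing HCMV at 1 PFU/cell, 72 h at 37C, then lysed for luciferase measurement.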
HCV inh = HCV inhibition. Huh7.5.1 HCVcc-Cre infection, luciferase reporter, 44 h. 3.4% of 340,000 active. Potency, µM (highest dose often 41.8 µM), for inactives: at the top dose activity change, negative = inhibition, most hits filed as inhibitors; further: potency means the concentration at half of the fitted maximal effect
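Antiviral activity was scored by luciferase reporter output from cells infected with HCVcc-Cre (~0.5 moi) in presence of compound, 44 h infection period, cells seeded 1,000/well 4 h prior.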
FBPA Giardia inh = inhibitors of Giardia lamblia fructose-1,6-bisphosphate aldolase; A8B2U2; purified Giardia FBPA; Potency, µM (series often up to 59.6 µM), inactives show at the highest dose activity, negative = inhibition, hits mostly inhibitors; 0.71% of 290,000 active; AID 2451; further: potency means the concentration at half of the fitted maximal effect; nearly all actives have a fitted effect of over 55% in size
Target sequence (A8B2U2 whole entry, looked up): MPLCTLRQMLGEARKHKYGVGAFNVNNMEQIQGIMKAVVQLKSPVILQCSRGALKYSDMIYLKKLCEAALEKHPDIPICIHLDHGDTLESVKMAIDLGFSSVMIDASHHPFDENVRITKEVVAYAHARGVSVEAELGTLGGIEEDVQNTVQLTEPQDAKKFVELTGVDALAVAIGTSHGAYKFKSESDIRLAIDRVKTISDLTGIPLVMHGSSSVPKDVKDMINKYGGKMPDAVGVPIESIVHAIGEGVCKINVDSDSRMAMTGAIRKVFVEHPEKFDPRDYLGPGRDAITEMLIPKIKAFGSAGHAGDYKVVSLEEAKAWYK
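Giardia FBPA (40 nM reagent) was preincubated 10 min at RT with compound (up to 57.5 uM final), then substrate plus GAPDH/TPI/NAD/arsenate coupling system with diaphorase/resazurin was added; resorufin fluorescence (525/598 nm) was read after 20 min.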
AMA1 RON2 block = inhibitors of Plasmodium falciparum AMA1-RON2 interaction. AlphaScreen AMA1-biotinylated RON2 peptide binding. Potency, µM (highest dose often 58.2 µM), for inactives: top-dose activity change, negative = inhibition, most hits filed as inhibitors. 0.2% of 360,000 active. AID 720542;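 further: potency means the concentration at half of the fitted maximal effect; 0% = vehicle wells and -100% = peptide control; nearly all actives have a fitted effect of over 45% in size; some results filed as inactive show a strong effect at the top dose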
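AMA1 (3D7) with his tag at 25 nM final met compounds first, then biotinylated RON2 peptide at 25 nM; detection used donor plus acceptor beads, 10 µg/mL apiece, read by AlphaScreen after 30 min at room temperature.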
Sm TGR inh = blocks Schistosoma mansoni thioredoxin glutathione reductase; 3% of 360,000 active; Q962Y6; AID 485364; purified TGR, DTNB reduction, TNB absorbance 405 nm; Potency, µM (series often up to 114 µM), inactives show top-dose activity change, negative = inhibition, usual class: inhibitors; further: potency means the concentration at half of the fitted maximal effect; nearly all actives have a fitted effect of over 60% in size
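TGR 20 nM + NADPH 100 uM (dispensed conc.), cpd preinc 15 min RT; start with NADPH (500 uM addition) then DTNB (15 mM addition). Kinetic TNB absorbance, 405 nm filter. Four-parameter Hill fit across titration.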
Starred values were filed as active, the others as inactive; u = inconclusive; x = no result given; [ ] = remark or other dose. Unless noted, the call rests on the fitted dose curve; in most records, active means well fitted curve in the direction sought with a large enough effect; inconclusive means small, poorly fitted or top-dose-only effect, or another doubt; inactive means no such curve, though single readings can be large; an effect the other way counts as inactive or inconclusive. Unless noted, on the % scale 0 is the no-effect control and ±100 the full control effect.

SMILES | AmpC inh detg | HCMV inh | HCV inh | FBPA Giardia inh | AMA1 RON2 block | Sm TGR inh
COC(=O)c1cc2n(n1)CCN(Cc1ccccc1Cl)C2=O | -1.2% | 2.8 | 6.3% | 3.5% | 7.8% | 4.5%
Cc1cccc(NC(=O)c2cccc(S(=O)(=O)NCc3ccccc3)c2)n1 | -3.9% | -23.3 | -1.1% | x | -7.3% | 1.0%
COc1ccc([C@H]2CC(=O)C=C(c3ccc(OC(F)(F)F)cc3)C2)cc1OC | 10.2% | -0.5 | u | x | -13.0% | -25.7%
CC1(C)CC(NC(=O)COc2ccccc2Cl)CC(C)(C)N1 | -3.0% | u | 25.6% | -0.4% | -10.6% | x
CCC(C)NC(=O)C1c2ccccc2C(=O)N1Cc1ccccc1OC (stereo unspecified) | -1.6% | 22.0 | 5.4% | -0.9% | 0.0% | -3.3%
CCOC(=O)c1c(C)c(C(=O)NCCc2ccc(S(N)(=O)=O)cc2)c(C)n1CC | -2.1% | 44.8 | 16.9% | 1.0% | -5.6% | 2.1%
CC(C)OC(=O)CSc1nnc(Cc2ccccc2)n1Cc1ccco1 | 2.9% | -4.5 | -20.2% | -3.2% | -5.0% | 22.4µM*
CN(CC(=O)Nc1ccc(Cl)c(C(F)(F)F)c1)C(=O)c1cccnc1Sc1ccccc1 | -13.0% | 6.6 | u | x | -2.7% | 6.6%
CC1(C)CC(C(CC(=O)Nc2nccs2)c2ccccc2)CCO1 (stereo unspecified) | -2.8% | 18.7 | -5.1% | 5.0% | 3.4% | -2.6%
COc1ccc(Cc2nnc(SCc3nc4ccccc4c(=O)[nH]3)n2C)cc1 | -1.3% | 9.0 | 5.0% | 2.8% | 22.1% | 1.0%
CON(C)C(=O)CCN(C(=O)OC(C)(C)C)c1ccccc1 | x | -36.5 | 14.5% | x | -6.5% | x
CCc1nc2oc3ccccc3c(=O)c2cc1C(=O)OC | 1.5% | x | u | -0.5% | 6.2% | -10.3%
Cc1ccc2c(COC(=O)c3ccc(NC(=O)CC#N)cc3)cc(=O)oc2c1C | 1.4% | 0.0 | -1.6% | u | -18.6% | 8.9%
Cc1ccc2c(c1)N(CCC(=O)NCc1ccccc1Cl)C(=O)CO2 | 10.0% | -31.3 | x | x | x | 6.3%
COc1ccccc1CNC(=O)/C(C#N)=C/c1ccc(OC)c(OC)c1OC | -1.7% | u | u | -6.6% | -1.0% | 18.9%
COc1ccc(S(=O)(=O)N2CCCC(C(=O)Nc3ccc(NC(=O)c4ccccn4)cc3)C2)cc1 (stereo unspecified) | -15.0% | 62.8 | x | 8.0% | 26.4% | 0.5%
COc1ccc(F)c(CN2CCCC(CO)(Cc3cccc(Cl)c3)C2)c1 (stereo unspecified) | -14.7% | 42.5 | -1.1% | 19.9% | -2.5% | 1.2%
Cc1cc(C(=O)N/N=C/c2cccc([N+](=O)[O-])c2O)n[nH]1 | u | 13.3 | 11.1% | u | -34.4% | -14.8%
CCCOC(=O)NC1CCS(=O)(=O)C1 (stereo unspecified) | u | 1.9 | 7.5% | 0.9% | -1.9% | 11.5%
CCCCCN1C(=O)Cn2c(nc3ccccc3c2=O)C1C (stereo unspecified) | 0.3% | 2.5 | -10.6% | 7.7% | 31.0%[activator] | 6.2%
CCN1CCOC(=O)C1CC(=O)Nc1cc(Cl)ccc1C (stereo unspecified) | -2.4% | -1.4 | x | x | x | 7.94µM*
COc1ccc(C(CNC(=O)c2cc(S(=O)(=O)Nc3cccc(C)c3)ccc2C)N2CCOCC2)cc1 (stereo unspecified) | x | 0.0 | -0.3% | x | 6.1% | x
CC(C)(Oc1ccc(Cl)cc1)C(=O)Nc1cccc(S(=O)(=O)NC2=NCCC2)c1 | u | 3.4 | 1.3% | x | 2.2% | 0.3%
COCCCNC(=O)Cc1ccccc1OC | 2.5% | 10.1 | 12.3% | 7.2% | 6.1% | 0.4%
COc1cc(CN(C(=S)NCC(=O)N2CCCC2)C2CCCC2)cc(OC)c1OC | u | -6.5 | 3.7% | 3.4% | -6.9% | 1.4%
CC(=O)C(N=Nc1ccccc1)(Sc1nnc(-c2ccccc2)n1-c1ccccc1)C(=O)Nc1ccccc1 (stereo unspecified) | 3.7% | -8.9 | -15.7% | -0.4% | -7.8% | 5.1%
CCOC(=O)N1CCN(C(=O)c2cc(COc3c(F)cccc3F)on2)CC1 | 5.4% | 61.1 | 0.3% | 5.6% | -3.3% | 0.8%
CCOc1ccc(S(=O)(=O)Nc2ccccc2C(=O)N(C)C2CCN(C)CC2)cc1 | u | -0.1 | 16.2% | x | 5.2% | -7.5%
CCOC(=O)c1[nH]c2cc(OC)c(OC)cc2c1NC(=O)c1nonc1C | 4.3% | 22.8 | u | 2.7% | 17.5% | -19.2%
COc1cc(CNCc2cccs2)cc(Br)c1OC | 2.9% | -12.9 | 5.1% | -2.7% | 10.4% | -21.5%
O=C(COC(=O)c1ccc([N+](=O)[O-])o1)NC1CCCC1 | x | -23.5 | 26.3% | x | 7.4% | x
CCOC(=O)C1(Cc2ccc(OC)cc2)CCN(C(=O)CCn2ccc(C)n2)CC1 | -7.8% | 28.5 | 19.9% | -0.7% | -8.1% | 1.4%
COc1ccc(C(=O)N2CCC(C(=O)Nc3ccccc3OC)CC2)cc1 | -6.5% | 10.2 | -14.9% | -0.1% | 0.0% | -28.5%
Cn1nc(C(=O)OCc2ccccc2F)c2ccccc2c1=O | -10.8% | u | -13.2% | -0.5% | 3.2% | 0.2%
NC(=O)COC(=O)c1ccc2c(c1)S(=O)(=O)N=C1CCCCCN12 | -6.0% | 2.6 | 32.8%[activator] | -3.0% | 8.8% | 1.1%
CC1CCCC(C)N1CCCNC(=O)Cn1ncc2c([nH]c3ccccc32)c1=O (stereo unspecified) | -11.8% | -12.7 | 3.9% | -11.2% | -5.0% | -2.3%
Cc1ccc(CNC(=O)CCCn2c(=O)c3ccccc3n(CC(=O)Nc3ccc(C)c(C)c3)c2=O)cc1 | 11.2% | -1.0 | x | x | x | 1.4%
COc1ccc(-c2nnc(SCC(=O)c3[nH]c(C)c(C(C)=O)c3C)o2)cc1 | 3.4% | u | u | 3.5% | 7.0% | 0.6%
O=C(COc1ccc(Cl)cc1)NCc1n[nH]c(=O)c2ccccc12 | -9.8% | 18.7 | 10.0% | x | 11.8% | -0.4%
CCc1ccc(/C=N/NC(=O)c2nnn(-c3nonc3N)c2CN2CCc3ccccc32)cc1 | -4.0% | -0.2 | -7.6% | -11.2% | -19.6% | -0.5%
CCCCCCCCc1nnc(NC(=O)c2ccco2)s1 | 3.7% | 53.2 | 0.3% | 9.4% | 16.8% | 2.7%
CS(=O)(=O)N1CCc2cc(S(=O)(=O)NCc3ccccc3Cl)ccc21 | 2.2% | -5.1 | x | x | x | 18.8%
COc1cc(C(=O)Nc2ccc(N(C)C)cc2)cc(OC)c1OC | u | 63.9 | u | -6.9% | -2.4% | -27.8%
COc1ccc(CCNC(=O)CSc2nnc(-c3cccc(C)c3)o2)cc1OC | -1.3% | -13.4 | -4.1% | -5.0% | -4.4% | 0.0%
Cc1ccc(Nc2ccc([N+](=O)[O-])nc2[N+](=O)[O-])cc1 | 1.0% | -19.7 | u | -20.5% | -5.0% | 44.7µM*

Entries from the list above containing a cyano group, in the order listed:
SMILES | AmpC inh detg | HCMV inh | HCV inh | FBPA Giardia inh | AMA1 RON2 block | Sm TGR inh
Cc1ccc2c(COC(=O)c3ccc(NC(=O)CC#N)cc3)cc(=O)oc2c1C | 1.4% | 0.0 | -1.6% | u | -18.6% | 8.9%
COc1ccccc1CNC(=O)/C(C#N)=C/c1ccc(OC)c(OC)c1OC | -1.7% | u | u | -6.6% | -1.0% | 18.9%

The listing continues:
SMILES | AmpC inh detg | HCMV inh | HCV inh | FBPA Giardia inh | AMA1 RON2 block | Sm TGR inh
COc1ccc(NS(=O)(=O)c2cccc(NC(=O)COc3ccccc3[N+](=O)[O-])c2)cc1 | x | 13.1 | u | x | 9.2% | x
COC(=O)c1ccc(NC(=O)CSc2nnc(-c3cccnc3)o2)cc1 | u | -20.7 | 5.2% | x | 10.7% | -26.7%
CCOP(=O)(OCC)C(NC(=O)c1ccc(OC)cc1)c1ccccc1 (stereo unspecified) | 5.8% | 10.2 | 11.8% | 4.4% | 15.2% | 22.0%
CC1(C)O[C@@H]2[C@H](O1)[C@@H](COS(=O)(=O)O)O[C@H]2n1cc(Br)c(=O)[nH]c1=O | x | -7.5 | 9.2% | x | 0.0% | x
CCc1ccc(NC(=O)C(=O)NCCN2CCN(S(C)(=O)=O)CC2)cc1 | -8.1% | -24.0 | 11.0% | -2.4% | -3.0% | x
COCCn1c(-c2ccc(Cl)cc2)cnc1SCC(=O)NCCc1ccc(OC)c(OC)c1 | -7.6% | u | u | 2.8% | -11.3% | -9.7%
C=CCn1c(SCC(=O)c2ccc(Br)cc2)nnc1C(CC(C)C)NC(=O)c1cccs1 (stereo unspecified) | u | -15.2 | u | -8.8% | -9.5% | -14.6%
O=c1cc(CSc2nnnn2-c2ccc(O)cc2)nc2sccn12 | -3.0% | 7.2 | -0.9% | -12.2% | -17.5% | -16.4%
Cc1nn(CC#N)c(=O)n1-c1ccccc1F | 1.7% | -22.3 | 14.6% | 1.3% | -7.2% | -24.0%
COc1ccc(CNCCc2c[nH]c3ccccc23)c(OC)c1OC | -11.1% | 15.2 | -7.7% | 0.3% | -2.8% | -18.7%
COc1ccc(C(=O)CSc2nnc3ccccn23)cc1OC | -13.4% | 73.5 | -11.2% | 9.5% | -0.8% | -3.9%
CC(=O)[C@@]1(O)CCC2C3CC[C@H]4C[C@@H](O)CC[C@]4(C)C3CC[C@@]21C (stereo partly specified) | x | 24.7 | -21.0% | x | -3.3% | x
C=CCNC(=O)c1onc(CSc2cccc(OCC)c2)c1C(=O)O | -1.3% | -19.4 | 12.4% | 27.2% | 0.4% | -0.2%
CCc1ccc(OCC(=O)Nc2ccc(CN3CCCCC3)cc2)cc1 | u | -36.8 | -5.4% | 3.0% | -3.2% | 5.1%
COc1cc(C(=O)Nc2nc(-c3cc(C)ccc3C)c(C)s2)ccc1OCC(=O)Nc1ccc(F)cc1 | 8.0% | 8.6 | u | 7.8% | -3.1% | -2.0%
CN1C(C)(C)CC(=NOC(=O)c2ccccc2)CC1(C)C | -10.4% | 36.1 | 9.6% | -2.2% | -0.2% | 0.0%
Cc1ccc2nc(-c3ccccc3)c(CN3CCN(c4ccccc4F)CC3)n2c1 | -2.1% | -1.1 | -4.8% | 0.0% | -1.8% | -21.4%
O=C(OCC(=O)N1CCCc2ccccc21)c1ccc(F)c(S(=O)(=O)N2CCOCC2)c1 | -3.6% | -38.7 | 1.8% | x | -23.4% | 4.0%

Entries from the list above containing a CF3 group:
SMILES | AmpC inh detg | HCMV inh | HCV inh | FBPA Giardia inh | AMA1 RON2 block | Sm TGR inh
COc1ccc([C@H]2CC(=O)C=C(c3ccc(OC(F)(F)F)cc3)C2)cc1OC | 10.2% | -0.5 | u | x | -13.0% | -25.7%
CN(CC(=O)Nc1ccc(Cl)c(C(F)(F)F)c1)C(=O)c1cccnc1Sc1ccccc1 | -13.0% | 6.6 | u | x | -2.7% | 6.6%
